Compound activity (PubChem)
JMJD2C inh – inhibitors of GASC-1 histone demethylase, primary screen, biochemical, fluorescence, DELFIA europium; GST-JMJD2C(1-420) H3K9me3 demethylation; AID 2099, 2009; hit rate 0.069% among 330,000; inhibition, % at 2.35 µM; Lysine-specific demethylase 4C (Homo sapiens), Q9H3R0;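 active means more than half of a compound's replicate wells show inhibition beyond 50%, single wells judged on their own value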;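 further: signal counts dimethyl H3K9 product captured on neutravidin plate; 0% = median of DMSO wells and 100% = 0.3 times that DMSO median; strong numbers were not always called active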
Target sequence (Q9H3R0 1-420 limits assumed): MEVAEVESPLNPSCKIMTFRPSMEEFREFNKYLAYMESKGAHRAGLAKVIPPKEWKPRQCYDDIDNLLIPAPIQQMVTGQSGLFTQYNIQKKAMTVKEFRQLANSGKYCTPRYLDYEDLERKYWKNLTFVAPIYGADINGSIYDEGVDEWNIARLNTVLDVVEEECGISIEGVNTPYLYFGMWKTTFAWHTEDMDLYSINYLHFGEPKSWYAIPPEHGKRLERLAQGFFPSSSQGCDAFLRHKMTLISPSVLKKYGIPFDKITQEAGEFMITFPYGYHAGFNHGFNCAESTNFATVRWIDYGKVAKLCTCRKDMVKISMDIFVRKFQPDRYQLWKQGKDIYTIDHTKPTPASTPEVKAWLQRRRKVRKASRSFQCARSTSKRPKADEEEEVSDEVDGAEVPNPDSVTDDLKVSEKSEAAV
proCasp3 act – activators of human procaspase-3 D3A mutant, primary screen, biochemical, absorbance, PC-3 D3A mutant, single concentration; recombinant procaspase-3 D3A, Ac-DEVD-pNA absorbance 405 nm; activation, % at 8.5 µM; hit rate 0.11% among 330,000;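 active means activation above the mean of all tested compounds plus 3 SD, cut at about 21% in these data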;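 further: 0% = DMSO alone and 100% = DMSO wells spiked with extra 5 µM PC-3 D3A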
Target sequence (P42574 whole entry D9A/D28A/D175A): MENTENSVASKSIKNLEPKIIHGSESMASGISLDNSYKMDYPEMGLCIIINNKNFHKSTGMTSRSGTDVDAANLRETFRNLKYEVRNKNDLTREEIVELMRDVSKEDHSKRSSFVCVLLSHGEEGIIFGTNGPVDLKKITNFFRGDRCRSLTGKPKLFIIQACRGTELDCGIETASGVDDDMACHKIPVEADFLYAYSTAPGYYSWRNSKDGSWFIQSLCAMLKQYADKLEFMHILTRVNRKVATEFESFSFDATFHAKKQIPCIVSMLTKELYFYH
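Assay system – Procaspase-3 D3A mutant, all three cleavage aspartates alanine · Controls – DMSO-only low control, 5 µM PC-3 D3A high control · Schedule – 1 h compound preincubation, 2 h substrate hydrolysis at 25 °C · Signal – 405 nm absorbance of p-nitroaniline, reads at 0 and 120 min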
RPL19A-GFP yeast – RPL19A-GFP expression modulators in yeast, primary screen, cell-based, S. cerevisiae, multiplex flow cytometry, MLPCN. S. cerevisiae RPL19A-GFP strain, 3 h; stronger effect = lower value. percent response vs DMSO, % at 10 µM. hit rate 0.3% among 330,000;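 active means percent response vs DMSO below 50%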;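 further: median channel GFP fluorescence of the barcoded RPL19A-GFP strain; ratio of sample median GFP to plate DMSO average so 100% = DMSO; lower means less RPL19A-GFP as with rapamycin TOR inhibition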
LAP4-GFP MLPCN – modulators of LAP4-GFP expression in yeast, primary screen, S. cerevisiae, multiplex flow cytometry, MLPCN library. 3 h; median GFP as percent of DMSO wells. GFP response vs DMSO, % at 10 µM. hit rate 0.34% among 320,000;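 active means GFP response vs DMSO above a set limit, about the screen mean plus 3 SD, cut at about 150% in these data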
CR mimetic SO – reduction of superoxide in aged yeast, primary screen, HTS; S. cerevisiae aged cells, superoxide DHE fluorescence; stronger effect = lower value; superoxide response (% of plate mean), % at 10 µM; hit rate 0.18% among 330,000; AID 2690, 2010;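 active means superoxide response under a set limit, about three screen SD below normal, cut at about 65% in these data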;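 further: yeast aged for seven days with compound at 30 °C before DHE staining; 100% = average MFI of all compound-treated wells on the plate with controls excluded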
proCasp7 act – procaspase-7 activators, primary screen, counter-screen for procaspase-3 activator project, biochemical, absorbance, HTS, human. activation, % at 8.5 µM. hit rate 0.093% among 330,000. recombinant procaspase-7, Ac-DEVD-pNA absorbance 405 nm; D23A/D198A/D206A triple mutant, cannot self-cleave; scale: DMSO 0, 5 µM enzyme 100. Caspase-7 (Homo sapiens), P55210;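 active means percent activation above the screen-wide mean plus 3 SD, cut at about 25% in these data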
Target sequence (P55210 whole entry D23A/D198A/D206A): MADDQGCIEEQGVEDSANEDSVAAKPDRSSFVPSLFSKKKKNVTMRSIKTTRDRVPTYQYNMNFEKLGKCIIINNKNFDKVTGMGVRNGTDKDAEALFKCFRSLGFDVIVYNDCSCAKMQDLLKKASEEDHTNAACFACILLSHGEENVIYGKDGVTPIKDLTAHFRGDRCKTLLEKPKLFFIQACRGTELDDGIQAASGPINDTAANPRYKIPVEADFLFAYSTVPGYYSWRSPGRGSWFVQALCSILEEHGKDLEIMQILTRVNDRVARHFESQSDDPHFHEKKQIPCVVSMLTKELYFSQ
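signal = Epi-absorbance of released pNA at 405 nm, two timepoints | assay system = Uncleavable procaspase-7 mutant enzyme | reagent = Ac-DEVD-pNA substrate, 400 µM as added | times = 1 h enzyme–compound preincubation and 2 h substrate reaction, both 25 °C | benchmarks = low DMSO alone, high DMSO plus 5 µM PC-7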
AHR act – AHR activators, primary screen, cell-based, luminescence, luciferase reporter, human; AHR-responsive luciferase reporter cells; activation, % at 5 µM; AID 2796, 2010; hit rate 2.5% among 320,000; Aryl hydrocarbon receptor (Homo sapiens), P35869; in the data active means activation above about 47%;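 further: 0% = vehicle wells and 100% = reference agonist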
MEP2 TOR yeast – modulators of MEP2-GFP levels in yeast, primary screen, S. cerevisiae, multiplex flow cytometry, MLPCN library; hit rate 0.51% among 330,000; S. cerevisiae MEP2-GFP strain, 3 h; 100% = DMSO control level; GFP response vs DMSO, % at 10 µM;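 active means GFP response versus DMSO above a set limit, roughly screen mean plus 3 SD, cut at about 180% in these data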;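 further: median GFP fluorescence of the barcode-gated MEP2-GFP cells per well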
* marks the source's active call; other numbers are inactive results; & = joins results of further samples.

SMILES | JMJD2C inh | proCasp3 act | RPL19A-GFP yeast | LAP4-GFP MLPCN | CR mimetic SO | proCasp7 act | AHR act | MEP2 TOR yeast
Cc1ccc(C(=O)Cn2c3[n+](c4ccccc42)CC(O)CS3)cc1 (stereo not drawn) | 5 | 1 | 100 | 104 | 86 | 3 | 0 | 100
CCOC(=O)CSc1nc(-c2ccc(OC)cc2)ns1 | -2 | -1 | 96 | 98 | 92 | -11 | 6 | 92
COC(=O)[C@H](CC(C)C)NS(=O)(=O)N[C@@H](CC(C)C)C(=O)OC | 10 | 3 | 94 | 92 | 120 | 10 | 0 | 87
N=c1oc2ccccc2cc1C(=O)Nc1cccc(F)c1 | 8 | 6 | 107 | 100 | 100 | 9 | 5 | 103
Cc1cc(C)cc(NCC(=O)Nc2c(C)cccc2C)c1 | -4 | -5 | 100 | 94 | 98 | 3 | 2 | 103
Cc1ccc(NS(=O)(=O)c2ccc(-c3coc(C)n3)cc2)c(Br)c1 | -12 | 6 | 95 | 100 | 103 | 14 | 0 | 96
Cn1cccc1C(=O)OCc1ccc(C(C)(C)C)cc1 | 4 | -4 | 103 | 97 | 105 | 7 | -1 | 103
O=C(O)c1ccc(-n2c(O)c(C=C3N=c4ccccc4=N3)sc2=S)cc1 | -5 | -27 | 95 | 139 | 131 | -37 | 9 | 106
COc1cccc2sc(N3CCN(C(=O)c4ccc([N+](=O)[O-])o4)CC3)nc12 | -4 | 5 | 79 | 137 | 96 | 6 | 14 | 110
COc1ccccc1OCc1csc(N)n1 | 6 | 7 | 96 | 98 | 90 | 6 | 1 | 97
COc1ccccc1CNC(=O)CSc1ccc(-c2ccncc2)nn1 | -1 | -9 | 92 | 104 | 93 | -1 | 36 | 105
CN1C(=O)NC(c2ccccc2[N+](=O)[O-])C2=C1CC(C)(C)CC2=O (stereo not drawn) | -14 | 9 | 104 | 87 | 105 | 9 | 4 | 108
O=C(Nc1nnc(-c2cc(Cl)ccc2Cl)o1)C1=COCCO1 | -2 | 9 | 103 | 105 | 96 | 7 | -1 | 102
Cn1nnnc1SCc1ccc(C(=O)Nc2ccc(Br)cc2)cc1 | 5 | 9 | 101 | 105 | 96 | -5 | 1 | 115
CS(=O)(=O)N1CCC(C(=O)N2CCN(C(c3ccccc3)c3ccccc3)CC2)CC1 | -10 | -2 | 94 | 95 | 100 | 4 | 5 | 92
O=C(c1ccc2nccnc2c1)N1CCCC(N2CCN(c3ccc(F)cc3)CC2)C1 (stereo not drawn) | 10 | -6 | 108 | 99 | 74 | 0 | 13 | 108
COc1cccc(-c2nc(CS(=O)(=O)CC(=O)NC3CCCc4ccccc43)c(C)o2)c1 (stereo not drawn) | 0 | 2 | 103 | 107 | 103 | 9 | 5 | 103
Nc1nc(CSc2nc3ccccc3[nH]2)cs1 | 4 | -3 | 91 | 97 | 89 | -1 | 22 | 92
CCOC(=O)C1(CCCc2ccccc2)CCN(C(=O)C2CCCN(C(N)=O)C2)CC1 (stereo not drawn) | -1 | -2 | 107 | 93 | 99 | -3 | -1 | 103
COc1ccc(C)cc1N(C)C(=O)c1coc(=O)c2ccccc12 | -7 | 1 | 101 | 99 | 75 | 1 | 17 | 101
OCCC1CN(Cc2cccc3nonc23)CCN1Cc1ccsc1 (stereo not drawn) | 2 | 4 | 99 | 102 | 99 | 13 | 0 | 100
Cc1noc(/C=C/N(C)C)c1S(=O)(=O)N1CCCC(C(=O)NC2CCCCC2)C1 (stereo not drawn) | -8 | -2 | 94 | 106 | 92 | -3 | -1 | 94
FC(F)(F)c1ccc(N/N=C/c2cccnc2)nc1 | 1 | 6 | 106 | 95 | 117 | -6 | -4 | 123
Cc1nc(SCc2ccc(F)cc2)c([N+](=O)[O-])[nH]1 | 1 | 0 | 99 | 92 | 98 | 4 | 0 | 100
Cc1ccc(NC(=S)NNC(=O)Cn2nc([N+](=O)[O-])cc2C)cc1 | 3 | 3 | 111 | 111 | 89 | -7 | 5 | 117

Next section.
SMILES | JMJD2C inh | proCasp3 act | RPL19A-GFP yeast | LAP4-GFP MLPCN | CR mimetic SO | proCasp7 act | AHR act | MEP2 TOR yeast
CCc1nnc(NC(=O)CCC(=O)NC2CC2)s1 | 19 | 4 | 98 | 98 | 72 | -6 | 2 | 98
Cc1ccc(S(=O)(=O)N2CCC(C(=O)Nc3nnc(C)s3)CC2)cc1 | 10 | 1 | 100 | 95 | 91 | 6 | -3 | 103
OCCNc1nc2ccccc2[nH]1 | -1 | -1 | 102 | 99 | 87 | 3 | -3 | 98
Nc1nnn(CC(=O)N/N=C/c2ccc(O)cc2)n1 | 2 | -1 | 97 | 87 | 93 | 3 | 0 | 96
COc1ccc(N2CCN(c3cc(C)c4ccc(O)cc4n3)CC2)cc1 | 11 | -4 | 100 | 101 | 107 | 4 | 132* | 97
COn1c(=O)c(-c2ccc(F)cc2)[n+]([O-])c2ccccc21 | -26 | 3 | 101 | 85 | 99 | 5 | 19 | 99
Oc1ccc(N2CCN(Cc3ccc(OCCCN4CCCCC4)cc3)CC2)cc1 | -1 | -27 | 102 | 100 | 78 | -35 | -3 | 101
CCOCc1nnc(NC(=O)c2ccc3c(c2)OCO3)s1 | 0 | -1 | 95 | 102 | 103 | 4 | 122* | 94
CC(=O)[C@H]1CCC2C3CC=C4C[C@@H](O)CC[C@]4(C)C3CC[C@@]21C (stereo partly drawn) | 3 | 3 | 99 | 94 | 80 | 13 | 1 | 100
COc1ccc(NS(=O)(=O)c2ccc(OC)c3ccccc23)cn1 | 25 | 1 | 95 | 104 | 111 | -3 | 5 | 103
O=C(/C=C/c1ccc(F)cc1)NCCC1=CCCCC1 | 1 | -4 | 101 | 103 | 96 | 3 | 3 | 91
CSc1ccc(S(=O)(=O)N2CCC(C(=O)NCCN3CCOCC3)CC2)cc1 | 5 | 7 | 105 | 100 | 86 | -1 | 2 | 109
CCOC(=O)Cn1nc(C)cc1NC(=O)c1cccnc1 | -5 | 1 | 100 | 103 | 88 | 2 | 4 | 100
CCN1CCCC1CNC(=O)C(=O)Nc1ccc(OC)cc1 (stereo not drawn) | -7 | -6 | 98 | 106 | 98 | 5 | 0 | 108
O=C(Nc1cccc(Cl)c1)Nc1ccccc1C(=O)O | 0 | 3 | 97 | 104 | 119 | 2 | 17 | 99
COc1cc(CNc2ccc3[nH]c(=O)[nH]c3c2)ccc1OCc1cccc(C)c1 | -11 | -7 | 99 | 98 | 98 | -12 | 5 | 103
CCOc1ccc(C2=NNC(c3cccnc3)=Nc3ccc(OC)cc32)cc1 | 5 | 5 | 102 | 102 | 106 | -3 | 17 | 98
Cc1ccc(S(=O)(=O)N2CCOCC2)cc1NC(=O)COC(=O)CCC(=O)c1cccs1 | -8 | 3 | 97 | 93 | 83 | -2 | -2 | 105
COC(=O)c1cc(OC)c(OC)c(OC)c1NC(=O)c1ccc(S(=O)(=O)N(C)C)cc1 | 7&6 | 8 | 97 | 106 | 106 | 1 | -2 | 99
COCCn1cnc2c1c(=O)n(Cc1c(F)cccc1Cl)c(=O)n2Cc1ccccc1 | -7 | 2 | 102 | 104 | 94 | 0 | -2 | 107
Cc1[nH]c2ccccc2c1C(=O)C(=O)NCC1CCCO1 (stereo not drawn) | 16 | 3 | 94 | 95 | 112 | -5 | -1 | 94
Cc1cccc(/C=N/NC(=O)c2ccncc2)n1 | -6 | -1 | 98 | 93 | 109 | 14 | 4 | 95
CCOc1ccc(-c2nnc(-c3ccco3)o2)cc1OCC | -4 | 7 | 99 | 109 | 102 | 7 | -1 | 105
COc1ccc(OC)c(NC(=O)CN2CCC(NC(=O)c3ccccc3C)CC2)c1 | -9 | -1 | 102 | 106 | 102 | -18 | 3 | 124
CS(=O)(=O)Nc1ccccc1C(=O)OCC(=O)N1CCC(c2ccccc2)=N1 | -8 | 1 | 93 | 99 | 108 | 4 | 1 | 99

Additional structures follow.
SMILES | JMJD2C inh | proCasp3 act | RPL19A-GFP yeast | LAP4-GFP MLPCN | CR mimetic SO | proCasp7 act | AHR act | MEP2 TOR yeast
Cc1occc1-c1nnc(SCC(=O)Nc2ccccc2)n1C | 13 | -4 | 93 | 96 | 97 | 13 | -4 | 97
Cc1ccnc(NC(=O)CNC(=O)c2ccc(Br)o2)c1 | 0 | -4 | 86 | 88 | 100 | 8 | 7 | 84
COc1ccc(C(=O)CSc2nnc(C3CC3)n2N)cc1 | 0 | 2 | 99 | 100 | 106 | 4 | 13 | 102
COc1ccc(C(CNC(=O)CNS(=O)(=O)c2ccc(NC(C)=O)cc2)N2CCOCC2)cc1 (stereo not drawn) | 2 | 5 | 101 | 103 | 113 | 1 | 0 | 100
COc1cc(/C=C2\SC(=S)N(N3CCOCC3)C2=O)cc(OC)c1OC | 1 | -3 | 99 | 101 | 96 | -20 | 2 | 102
c1ccc(Cc2noc(CN3CCN(Cc4ccc5c(c4)OCO5)CC3)n2)cc1 | -43 | 9 | 99 | 104 | 102 | 7 | 2 | 96
COC(=O)C1=C(O)C2(C(=O)O)CC(C(=O)OC)=C(O)C(C(=O)O)(C1)C2 | 0 | 3 | 99 | 110 | 92 | -5 | 0 | 106
CCN1CCN(C(=O)/C(=C/c2cccs2)NC(=O)c2ccc(C)c(C)c2)CC1 | -20 | -5 | 87 | 99 | 95 | 1 | 4 | 101
CCn1nc(C)c(CNC(=O)c2cc(COc3cncc(Cl)c3)on2)c1C | -5 | 6 | 97 | 88 | 109 | 2 | 6 | 103
CCc1c(C)nc2ncnn2c1NCc1cccs1 | -6 | 3 | 102 | 97 | 93 | -1 | -1 | 107
Clc1cccc(Nc2ncnc3c2cnn3-c2ccccc2)c1 | 2 | 9 | 101 | 127 | 103 | 5 | -7 | 93
O=C(NNc1ccccc1F)C1CCC1 | -10 | -3 | 99 | 93 | 86 | 1 | 8 | 96
COc1ccc(OC)c(NC(=S)N2CCN(c3ccccn3)CC2)c1 | 8 | -6 | 95 | 98 | 102 | -22 | 6 | 96
NS(=O)(=O)c1ccc(NC(=O)CSc2nc3c(c(=O)[nH]2)CCCC3)cc1 | 0 | 9 | 99 | 92 | 98 | -5 | 1 | 98
O=C(CCNS(=O)(=O)c1cccc2nonc12)NC1CCCCC1 | -10 | 1 | 92 | 90 | 104 | -6 | -2 | 103
